Assay outcomes as filed in PubChem BioAssay.
hgDAF12 agonist: activates the H. glycines DAF-12 receptor ligand-binding domain; actives 1.8% (n = 370,000); AID 687014; activation, % at 6.8 µM; HEK293 GAL4-hgDAF12 UAS-luciferase reporter, agonist luminescence; normalized to butyrate control;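 active = activation above a cutoff set at the mean of all screened compounds plus 3 SD, cut at about 10% in these data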;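 also: 0% = DMSO wells and 100% = sodium butyrate wells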
hcDAF-12 act: activators of H. contortus DAF-12 nuclear receptor; HEK293 hcDAF-12 lit1-tk-luc reporter, luminescence; 0% DMSO, 100% Δ7-dafachronic acid; activation, % at 6.8 µM; actives 1.4% (n = 370,000);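 active = activation above the mean of all tested compounds plus 3 SD, cut at about 5.5% in these data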;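 also: 100% = response to 3 µM Δ7-dafachronic acid high control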
proKLK7 act: activators of human kallikrein-7 zymogen | purified proKLK7, EDANS-DABCYL substrate fluorescence; 100% is mature enzyme control, 0% vehicle | activation, % at 7 µM | actives 0.9% (n = 370,000) | AID 652039;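 active = activation above the mean of all tested compounds plus 3 SD, computed per campaign excluding outliers beyond control limits, cut at about 13% in these data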
GC-A act: GC-A (human) enzyme activation | P16066 | HEK293 GC-A cells, cGMP TR-FRET, EC30 ANP; 0% at EC30 ANP, 100% saturating ANP | activation, % at 10 µM | actives 0.14% (n = 370,000) | AID 1671463; in the data active = activation above about 40%
DAX1 inh-1: inhibits human nuclear receptor DAX1. AID 504766. P51843. actives 0.99% (n = 340,000). inhibition, % at 6.75 µM. HEK293 Gal4-DAX1 luciferase reporter, luminescence;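 active = inhibition above the mean over all tested compounds plus 3 SD, cut at about 4.2% in these data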;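 also: 0% = DAX1-transfected cells with DMSO and 100% = empty-vector control cells with DMSO; inhibition shows as a rise in luminescence from relieved DAX1 repression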
DAX1 inh-2: blocks DAX1 repression of SF-1 activated StAR promoter. HEK293T StAR-luciferase reporter, SF-1/DAX-1 repression relief. inhibition, % at 6.8 µM. AID 652010. actives 1.1% (n = 370,000);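 active = inhibition above the mean over all tested compounds plus 3 SD, cut at about 3.6% in these data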;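 also: 0% = DAX-1 cells with DMSO and 100% = cells lacking DAX-1 with DMSO; higher inhibition means more luminescence from relief of DAX-1 repression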
ssDAF12 agonist: activates DAF-12 receptor from parasite S. stercoralis; HEK293 ssDAF-12/GRIP1 lit1-tk-luc reporter, luminescence; % of 3 µM dafachronic acid response; activation, % at 6.8 µM; actives 1% (n = 370,000); AID 652126;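 active = activation above the mean over all tested compounds plus 3 SD, cut at about 0.9% in these data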;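 also: 0% = DMSO-only wells and 100% = 3 µM delta7-dafachronic acid wells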
GAA850 FXN act: increases GAA850 frataxin promoter reporter activity. activation, % at 6 µM. actives 0.56% (n = 360,000). HEK293 lucGAA850 FXN promoter luciferase reporter, 24 h; percent of 10 µM SAHA response;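 active = activation above the average of all compounds screened plus 3 SD, cutoff fixed separately per campaign, cut at about 7.5% in these data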;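 also: 0% = DMSO wells and 100% = 10 µM SAHA wells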
SMARCA2 act: activators of SMARCA2 function; AID 652017; actives 1% (n = 370,000); MG213 cells, MMTV-luciferase reporter, dexamethasone, overnight; activation, % at 9.1 µM; in the data active = activation above about 7.8%;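 also: 0% = vehicle wells and 100% = reference activator wells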
sPLA2-III inh: Blocks human group III sPLA2 activity; QFRET BODIPY PC-A2 liposome hydrolysis, fluorescence; inhibition, % at 12.2 µM; actives 0.56% (n = 370,000); AID 743126; Q9NZ20;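 active = inhibition above mean plus 3 SD of compounds lying within the high and low control bounds, cut at about 19% in these data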;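 also: 0% = median of test compound wells and 100% = no enzyme DMSO wells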
NPR2 activator: GC-B (human) receptor activation. P20594. HEK293-GC-B cells, CNP EC30, cGMP TR-FRET; 0% at EC30 CNP, 100% saturating CNP. activation, % at 10 µM. actives 0.11% (n = 370,000);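 active = activation at 10 µM reaching about 35% in either raw or pattern-adjusted values, limit read from the data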
Target sequence (P20594 whole entry, looked up): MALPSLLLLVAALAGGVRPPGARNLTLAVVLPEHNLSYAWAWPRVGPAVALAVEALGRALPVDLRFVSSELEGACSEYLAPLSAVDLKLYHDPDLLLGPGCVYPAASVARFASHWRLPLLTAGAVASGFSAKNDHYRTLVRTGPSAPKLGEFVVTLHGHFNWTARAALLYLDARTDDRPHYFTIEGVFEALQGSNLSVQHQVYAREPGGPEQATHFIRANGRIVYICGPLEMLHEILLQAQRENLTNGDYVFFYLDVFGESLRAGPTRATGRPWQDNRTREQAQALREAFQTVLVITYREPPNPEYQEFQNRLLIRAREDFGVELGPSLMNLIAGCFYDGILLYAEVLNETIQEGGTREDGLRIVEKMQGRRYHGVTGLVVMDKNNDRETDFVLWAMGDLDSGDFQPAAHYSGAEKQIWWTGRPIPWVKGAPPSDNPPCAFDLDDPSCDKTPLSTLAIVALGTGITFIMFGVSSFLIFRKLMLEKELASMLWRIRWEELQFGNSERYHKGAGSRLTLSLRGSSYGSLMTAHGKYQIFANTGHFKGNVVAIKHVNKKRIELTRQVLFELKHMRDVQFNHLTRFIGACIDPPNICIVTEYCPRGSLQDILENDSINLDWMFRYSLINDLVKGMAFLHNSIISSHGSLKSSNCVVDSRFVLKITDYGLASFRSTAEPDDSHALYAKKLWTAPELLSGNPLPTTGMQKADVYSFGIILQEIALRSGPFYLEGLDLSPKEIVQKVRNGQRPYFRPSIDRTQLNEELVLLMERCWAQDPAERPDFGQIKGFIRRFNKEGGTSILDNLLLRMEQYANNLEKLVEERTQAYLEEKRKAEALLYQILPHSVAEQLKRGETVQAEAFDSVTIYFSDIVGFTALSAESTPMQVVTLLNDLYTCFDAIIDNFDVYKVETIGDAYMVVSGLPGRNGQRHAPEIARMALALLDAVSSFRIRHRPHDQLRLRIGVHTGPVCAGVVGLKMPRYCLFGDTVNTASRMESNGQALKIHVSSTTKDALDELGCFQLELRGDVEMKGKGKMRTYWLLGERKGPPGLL
* marks the source's active call; other numbers are inactive results; · = not tested or not shown.

Start of the data: the first two records as a preview:
item	SMILES	hgDAF12 agonist	hcDAF-12 act	proKLK7 act	GC-A act	DAX1 inh-1	DAX1 inh-2	ssDAF12 agonist	GAA850 FXN act	SMARCA2 act	sPLA2-III inh	NPR2 activator
1	Cn1c(Cn2c(=O)sc3ccccc32)nnc1SCC(=O)NCc1ccco1	-1.5	-1.5	0.6	1.3	2.6	-0.5	-1.1	-0.2	-2.1	0.3	-7.9
2	CCOC(=O)[C@]12CCC=C1N(Cc1ccc(Cl)cc1Cl)C(=O)[C@H](CC(=O)N1CCC(c3ccccc3)CC1)C2	2.3	-0.8	0.2	-1.7	·	-0.9	-0.7	·	-3.5	-8.9	0.6

All compounds of this part, previewed entries included:
item	SMILES	hgDAF12 agonist	hcDAF-12 act	proKLK7 act	GC-A act	DAX1 inh-1	DAX1 inh-2	ssDAF12 agonist	GAA850 FXN act	SMARCA2 act	sPLA2-III inh	NPR2 activator
1	Cn1c(Cn2c(=O)sc3ccccc32)nnc1SCC(=O)NCc1ccco1	-1.5	-1.5	0.6	1.3	2.6	-0.5	-1.1	-0.2	-2.1	0.3	-7.9
2	CCOC(=O)[C@]12CCC=C1N(Cc1ccc(Cl)cc1Cl)C(=O)[C@H](CC(=O)N1CCC(c3ccccc3)CC1)C2	2.3	-0.8	0.2	-1.7	·	-0.9	-0.7	·	-3.5	-8.9	0.6
3	O=[N+]([O-])c1ccc(Sc2ccccn2)nc1	-0.6	1.7	-0.3	3.1	0.1	0.2	-1.1	1.9	-1.9	7.8	-2.2
4	CC(C)/C=C1\CC/C(=C\c2ccc(N(C)C)cc2)C1=O	4.9	-0.2	0.4	4.8	0.1	-1.0	-0.8	3.7	0.9	-2.6	0.7
5	O=C(NC1CCCCC1)C(c1ccncc1)N(C(=O)c1csnn1)c1ccc(F)cc1 (stereo not given)	0.1	0.5	-0.1	-1.0	1.7	0.3	-0.3	1.5	0.2	-0.6	3.8
6	O=C(CSc1nnc(-c2cccc(S(=O)(=O)N3CCCC3)c2)n1-c1ccccc1)Nc1cccc(C(=O)O)c1	0.1	0.2	0.2	2.9	1.1	0.1	-0.6	1.0	0.7	-2.1	0.8
7	CCOC(=O)C1CCN(C(=O)COC(=O)Cc2ccc(Cl)cc2)CC1	-1.4	-0.3	0.6	1.1	1.9	0.3	-0.7	0.2	-1.7	2.5	3.0
8	CCS(=O)(=O)Nc1cccc(C2=NN(S(C)(=O)=O)C(c3ccccc3)C2)c1 (stereo not given)	0.0	4.0	-0.8	-0.3	0.7	-0.6	-0.4	1.8	0.2	-10.8	2.2
9	CCN(CC)S(=O)(=O)c1ccc(Br)c(OC)c1	0.2	-2.4	0.0	1.8	1.8	-0.4	-1.8	2.0	-1.6	8.0	5.3
10	COc1cc(C(=O)N2CCN(c3cc(Cl)ccc3Cl)CC2)cc(OC)c1OC	-0.1	3.1	0.5	-6.8	-1.0	-3.7	-1.0	-0.7	-4.0	10.8	-6.8
11	O=C(CSc1nnc(-c2ccncc2)n1-c1ccccc1)NC1CC1	-1.3	-0.4	0.3	2.5	0.3	-0.4	-0.8	2.2	0.8	7.0	7.8
12	Cc1cccc(NC(=O)c2nc[nH]c2C(=O)N[C@@H](C)c2ccccc2)c1	1.3	-2.1	0.1	-2.2	-0.8	-0.1	-1.4	2.4	-0.4	-7.5	-3.8
13	O=C(Oc1c(CN2CCOCC2)cc(Cl)c2cccnc12)c1ccc(F)cc1	0.2	-1.6	0.2	-5.1	-1.7	-2.0	-1.3	-0.2	5.6	6.4	1.5
14	O=C(NCCCN1CCOCC1)c1ccc(Sc2ccc(F)cc2)c([N+](=O)[O-])c1	0.1	-2.2	0.2	4.9	1.1	-0.4	-1.4	2.1	-0.2	0.2	-0.4
15	CCCc1cc(N2CCOCC2)n2ncc(-c3ccccc3)c2n1	-2.1	-0.4	0.9	-7.6	2.0	-0.1	-0.8	-2.2	4.6	4.8	1.6
16	COc1cc(CCC(=O)OCC(=O)Nc2ccc(C)cc2Cl)cc(OC)c1OC	1.0	-2.2	-0.6	-0.3	-1.2	0.4	0.1	0.3	-1.0	1.1	-2.4
17	Cc1sc(NC(=O)Nc2ccccc2)c(C(N)=O)c1C	8.5	4.7	0.2	3.2	2.1	1.1	-0.2	3.9	2.1	2.9	0.3
18	CCc1nnc(NC(=O)CCC(=O)NCCc2ccccc2)s1	-2.6	-0.6	-0.1	-3.9	0.7	0.3	-1.1	-0.8	-1.0	7.5	-2.7
19	COc1cccc2sc(N(CCCN(C)C)C(=O)c3sc4ccccc4c3Cl)nc12	1.9	2.2	0.2	-26.8	-0.1	-0.2	-0.3	-4.5	0.1	-6.5	-12.2
20	COc1ccc(S(=O)(=O)NCc2csc(C)n2)cc1OC	-0.4	0.5	-0.6	0.4	-1.6	0.0	-1.1	1.5	-1.8	1.6	0.2

Next section:
item	SMILES	hgDAF12 agonist	hcDAF-12 act	proKLK7 act	GC-A act	DAX1 inh-1	DAX1 inh-2	ssDAF12 agonist	GAA850 FXN act	SMARCA2 act	sPLA2-III inh	NPR2 activator
21	Cc1ccc(SCc2nc(-c3ccccn3)no2)cc1	8.0	2.0	-0.1	-2.1	0.9	0.1	-0.5	1.7	7.4	-1.5	1.4
22	CC1(C)CC2CC(C)(CN2C(=O)COC(=O)c2cccc(O)c2)C1 (stereo not given)	-3.0	-1.6	-0.3	1.2	0.2	-0.8	-1.5	0.6	0.5	-12.0	1.7
23	COc1ccc(NC(=O)COC(=O)Cc2coc3cc(OC)ccc23)c(OC)c1	0.5	-0.3	0.2	0.3	-0.7	-0.6	-0.9	-1.2	2.4	-9.3	-2.6
24	Cc1cc(OCC(=O)N2CCN(c3ncccn3)CC2)ccc1Cl	0.8	0.6	0.7	1.1	-0.1	0.0	-1.1	0.1	-1.0	0.6	-0.4
25	CCCN(CCC)CCNC(=O)C1(O)c2ccccc2NC(=O)N1c1cccc(OC)c1 (stereo not given)	0.7	-1.1	0.4	4.4	-0.6	0.0	-0.3	-2.8	-1.4	0.3	-1.2
26	CCNc1nc(-c2cc(C)n(Cc3ccco3)c2C)cs1	-0.3	3.3	-0.3	-1.1	5.0*	-0.4	0.4	-0.7	1.4	0.6	-5.1
27	COc1cc(NC(=O)c2cccc([N+](=O)[O-])c2)ccc1NC(=O)c1ccco1	-1.3	-0.4	-0.2	2.1	-1.0	-1.2	-1.8	-1.7	-2.6	2.3	1.6
28	O=C(Nc1ccc(N2CCN(C(=O)c3ccc(Cl)cc3)CC2)cc1)c1ccc([N+](=O)[O-])o1	-0.3	1.2	0.0	-1.1	-1.1	-2.0	-0.9	4.7	-0.2	-4.0	-1.8
29	COc1ccc(-c2[nH]c3ccccc3c2SCCNC(=O)c2cc3ccccc3oc2=O)cc1	1.6	4.2	-0.3	-2.5	-0.8	-1.2	-0.3	0.1	-1.7	-6.7	3.1
30	O=C(Nc1nnc(-c2ccc3c(c2)CCCC3)o1)c1ccccc1	-2.7	0.7	-0.6	0.3	-1.4	-1.6	-1.0	-0.3	-2.9	-9.7	5.0
31	Cc1ccc(C2/C(=C(/O)c3ccc(OC(C)C)cc3)C(=O)C(=O)N2CCN2CCOCC2)cc1 (stereo not given)	0.8	-1.1	0.5	3.0	0.3	0.9	-1.4	0.7	-1.2	-5.0	-6.6
32	COc1ccccc1NC1=C(Cl)C(=O)N(C2CCCCC2)C1=O	3.7	1.2	0.4	6.8	1.3	-0.4	-1.6	1.2	-1.1	4.2	-3.9
33	COc1ccc(S(=O)(=O)Nc2cccnc2)cc1OC	-2.6	-0.2	-0.1	3.8	0.1	0.3	-0.2	1.9	-1.9	-1.4	2.2
34	CC(O)c1c(OCc2ccccc2)ncnc1OCc1ccccc1 (stereo not given)	-0.3	-2.1	-0.2	-0.7	-0.8	0.3	-1.0	0.7	0.1	-5.8	-1.2
35	COc1ccccc1N(CC(=O)NCc1ccccc1)C(=O)CCC(=O)Nc1nccs1	4.2	-1.1	0.0	-4.6	-0.4	-0.2	-0.9	2.6	-1.2	-1.8	-3.8
36	CN(C)C(CNC(=O)C1CCN(S(=O)(=O)c2ccc(Cl)cc2)CC1)c1ccccc1 (stereo not given)	0.2	-2.6	0.0	1.0	0.2	-0.4	-1.3	2.2	-0.8	-14.5	1.2
37	COc1ccc(S(=O)(=O)Nc2cccc3c2O[C@@H](CN(C)Cc2ccc(C(=O)O)cc2)[C@@H](C)CN([C@H](C)CO)C3=O)cc1	1.4	0.2	-0.4	3.3	1.1	-0.2	-1.7	5.8	0.3	-7.1	5.7
38	COC(=O)C1=C(C)N(Cc2cccc(C(F)(F)F)c2)C(=NCc2ccccc2)NC1c1ccccc1C(F)(F)F (stereo not given)	-1.6	-0.6	-0.1	-13.3	·	-0.2	-0.7	·	-0.4	-7.8	-12.1
39	CCN(CC)C(=O)CSc1nc(N)c2c3c(sc2n1)CC(C)CC3 (stereo not given)	0.5	0.2	-0.3	6.0	-1.0	-0.5	-1.8	6.9	8.3*	-25.1	7.9
40	O=C(NNc1ncccc1Cl)c1c(Cl)cccc1Cl	-3.0	-0.7	-0.1	0.8	1.0	-0.1	-0.9	0.6	-2.9	3.6	3.1

Continued:
item	SMILES	hgDAF12 agonist	hcDAF-12 act	proKLK7 act	GC-A act	DAX1 inh-1	DAX1 inh-2	ssDAF12 agonist	GAA850 FXN act	SMARCA2 act	sPLA2-III inh	NPR2 activator
41	Cc1ccc(S(=O)(=O)N(CCC(=O)NCC(c2ccccc2)N(C)C)c2ccccc2)cc1 (stereo not given)	-0.3	-0.4	0.2	-1.3	-0.2	0.3	-0.9	-1.4	3.2	-3.2	1.0
42	CCc1ccc(CN(C)C(=O)CCc2nnc(Cc3cccc(C)c3)o2)nc1	-0.8	-1.6	-0.1	-4.3	2.5	0.1	-0.7	0.9	-2.3	-2.6	-7.5
43	Cc1ccc(OCC(=O)NCc2ccc3c(c2)OCO3)c([N+](=O)[O-])n1	2.6	-2.5	0.3	-0.6	0.1	0.3	-1.7	-0.5	2.4	1.4	-0.1
44	O=c1[nH]cc(S(=O)(=O)NCc2ccccc2)c(=O)[nH]1	2.1	-0.6	0.7	6.0	0.6	-0.2	-0.8	-0.7	0.7	-1.6	3.0
45	O=C(Nc1cc(C(F)(F)F)ccc1N1CCOCC1)c1cccc(S(=O)(=O)N2CCOCC2)c1	1.5	-1.5	0.1	4.7	0.1	-0.8	-1.4	-0.2	-1.6	6.9	2.3
